LAP4-GFP MLPCN – alters LAP4-GFP fluorescence in TOR pathway yeast screen; S. cerevisiae LAP4-GFP multiplex, flow cytometry GFP, 3 h; median GFP as percent of DMSO wells; hit rate 0.34% among 320,000; AID 2023; GFP response vs DMSO, % at 10 µM;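 active = GFP response vs DMSO above a set limit, about the screen mean plus 3 SD, cut at about 150% in these data; inconclusive = under 70 cell events counted for the yeast strain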
procasp7 counter – activates human procaspase-7, counter-screen for procaspase-3 activators; recombinant procaspase-7, Ac-DEVD-pNA absorbance 405 nm; D23A/D198A/D206A triple mutant, cannot self-cleave; scale: DMSO 0, 5 µM enzyme 100; P55210; hit rate 0.093% among 330,000; AID 463210; activation, % at 8.5 µM;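 active = percent activation above the screen-wide mean plus 3 SD, cut at about 25% in these data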
Target sequence (P55210 whole entry D23A/D198A/D206A): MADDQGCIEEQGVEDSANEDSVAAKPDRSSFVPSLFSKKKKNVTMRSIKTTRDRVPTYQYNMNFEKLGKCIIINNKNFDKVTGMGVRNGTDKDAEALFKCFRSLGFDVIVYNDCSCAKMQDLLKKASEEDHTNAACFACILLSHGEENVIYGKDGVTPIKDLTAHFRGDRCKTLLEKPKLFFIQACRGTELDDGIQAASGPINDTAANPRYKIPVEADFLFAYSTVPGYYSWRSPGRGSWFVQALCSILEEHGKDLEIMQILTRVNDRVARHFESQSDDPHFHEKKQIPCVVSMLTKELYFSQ
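Assay system: Uncleavable procaspase-7 mutant enzyme | Input: 2 µM procaspase-7 mutant as dispensed | Timing: 1 h compound preincubation, 2 h substrate cleavage, 25 °C | Repeats: One well per compound | Control set: DMSO wells as 0%, DMSO with 5 µM added PC-7 as 100% | Technique: Epi-absorbance of released pNA at 405 nm, two timepoints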
procasp3 activ – activators of human procaspase-3; hit rate 0.11% among 330,000; recombinant procaspase-3 D3A, Ac-DEVD-pNA absorbance 405 nm; AID 463141; P42574; activation, % at 8.5 µM;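 active = activation above the mean of all tested compounds plus 3 SD, cut at about 21% in these data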;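 note: 0% = DMSO alone and 100% = DMSO wells spiked with extra 5 µM PC-3 D3A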
Target sequence (P42574 whole entry D9A/D28A/D175A): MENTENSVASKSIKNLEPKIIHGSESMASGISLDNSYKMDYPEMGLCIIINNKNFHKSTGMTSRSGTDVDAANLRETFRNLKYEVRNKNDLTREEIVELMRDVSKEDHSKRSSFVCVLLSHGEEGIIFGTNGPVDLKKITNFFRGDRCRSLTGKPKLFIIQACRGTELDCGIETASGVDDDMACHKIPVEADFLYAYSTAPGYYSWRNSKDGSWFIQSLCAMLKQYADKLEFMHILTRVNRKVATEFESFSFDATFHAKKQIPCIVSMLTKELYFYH
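material = Procaspase-3 D3A mutant | probe or stimulus = Ac-DEVD-pNA | compound = single dose, 8.5 µM nominal compound, 0.8% DMSO | timing = 1 h preincubation, 2 h reaction | measured by = 405 nm absorbance of p-nitroaniline, reads at 0 and 120 min | benchmarks = DMSO-only low control, 5 µM PC-3 D3A high control | repeats = singlicate, each compound tested once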
MEP2-GFP yeast – modulators of TOR pathway MEP2-GFP in S. cerevisiae; S. cerevisiae MEP2-GFP strain, flow cytometry GFP, 3 h; 100% = DMSO control level; GFP response vs DMSO, % at 10 µM; hit rate 0.51% among 330,000; AID 2016;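 active = GFP response versus DMSO above a set limit, roughly screen mean plus 3 SD, cut at about 180% in these data; inconclusive = fewer than 70 cells counted for a yeast strain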;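 note: median GFP fluorescence of the barcode-gated MEP2-GFP cells per well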
AHR act – human AHR activation | activation, % at 5 µM | hit rate 2.5% among 320,000 | AHR-responsive luciferase reporter cells, luminescence | P35869; in the data active = activation above about 47%;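 note: 0% = vehicle wells and 100% = reference agonist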
GASC-1 inh – inhibitors of human GASC-1 (JMJD2C) demethylase. Q9H3R0. AID 2099. hit rate 0.069% among 330,000. GST-JMJD2C(1-420) H3K9me3 demethylation, DELFIA europium. inhibition, % at 2.35 µM;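 active = more than half of a compound's replicate wells show inhibition beyond 50%, single wells judged on their own value; inconclusive = some, but no more than half, of replicates pass 50% inhibition; inactive = no replicate passes 50% inhibition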;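 note: signal counts dimethyl H3K9 product captured on neutravidin plate; 0% = median of DMSO wells and 100% = 0.3 times that DMSO median; strong numbers were not always called active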
RPL19A TOR yeast – yeast TOR pathway RPL19A-GFP modulation; S. cerevisiae RPL19A-GFP strain, flow cytometry, 3 h; stronger effect = lower value; percent response vs DMSO, % at 10 µM; hit rate 0.3% among 330,000; AID 2025;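 active = percent response vs DMSO below 50%; inconclusive = fewer than 70 events counted for the yeast strain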;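 note: median channel GFP fluorescence of the barcoded RPL19A-GFP strain; ratio of sample median GFP to plate DMSO average so 100% = DMSO; lower means less RPL19A-GFP as with rapamycin TOR inhibition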
Yeast superoxide – caloric restriction mimetics inhibiting age-related superoxide in yeast. S. cerevisiae aged cells, superoxide DHE fluorescence; stronger effect = lower value. superoxide response (% of plate mean), % at 10 µM. hit rate 0.18% among 330,000. AID 2690;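 active = superoxide response under a set limit, about three screen SD below normal, cut at about 65% in these data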;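 note: yeast aged for seven days with compound at 30 °C before DHE staining; 100% = average MFI of all compound-treated wells on the plate with controls excluded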
Numbers without * were called inactive; i = inactive; ? = inconclusive; . = no result given.

canonical_smiles,LAP4-GFP MLPCN,procasp7 counter,procasp3 activ,MEP2-GFP yeast,AHR act,GASC-1 inh,RPL19A TOR yeast,Yeast superoxide
COC(=O)CSc1nccc(-c2ccc(F)cc2)c1C#N,98,1,1,107,-2,1,106,94
Cc1n[nH]c(=O)nc1N1CCN(c2ccccc2)CC1,96,9,6,104,-5,1,95,79
Cc1ccn2cc(CCNS(=O)(=O)c3ccc4c(c3)OCCO4)nc2c1,98,9,-9,94,1,-4,96,115
CC1NC2(C(=O)N(Cc3ccccc3)c3ccccc32)C2C(=O)N(c3ccccc3)C(=O)C12 (stereo not drawn),96,-10,7,96,-3,-6,90,92
O=C(Cc1ccccc1)NN1C(=O)c2ccccc2C1=O,101,-2,4,94,-1,5,91,101
COc1cccc(C2=CC(=O)CCC2)c1OC,.,9,12,.,11,.,.,.
C=C(C)CSC1=C(C#N)C(c2ccccc2)CC(=O)N1 (stereo not drawn),?,-2,8,?,0,-1,?,99
COc1ccc(S(=O)(=O)NC2CCSc3ccccc32)cc1NC(C)=O (stereo not drawn),98,7,-6,102,5,4,105,95
COc1ccc(C(=O)c2c3ccccc3[n+]([O-])n2Cc2ccc(C(N)=O)cc2)cc1,113,5,4,95,-3,11,105,100
COC(=O)C(CCSC)NC(=O)/C=C/c1ccc(OC)cc1 (stereo not drawn),99,-1,5,104,0,-6,101,115
CCCCCCn1c(CN2CCCCC2C)nc2c1c(=O)n(C)c(=O)n2C (stereo not drawn),92,-5,-8,98,-5,40,97,115
O=C(CN(C(=O)CNS(=O)(=O)c1ccccc1)c1ccc(Cl)cc1)NCC1CCCO1 (stereo not drawn),101,11,1,106,3,-2,102,93
CCOc1ccccc1NC(=O)Cn1c(=O)c(OCC)nc2cnccc21,112,-5,10,110,6,-9,105,126
CCOC(=O)N1CCN(C(=O)c2ccc(-n3c(=S)[nH]c4ccccc4c3=O)cc2)CC1,103,-3,-11,99,0,i,97,97
CCC(C)CCN1C(Nc2ccccc2)=NC[C@@H]1Cc1ccccc1 (stereo partly drawn),105,6,-5,88,-1,-6,94,105
O=C(NCCCO)/C(=C/c1ccco1)NC(=O)c1ccc(Br)o1,101,-2,-12,96,0,10,99,101
Cc1cc(NC(=O)c2cc(-c3ccccc3)on2)no1,114,7,2,97,-3,7,98,99
CC1CCc2cccc3c(O)cc(=O)n1c23 (stereo not drawn),107,8,6,98,-1,-2,96,119
Cc1nnc(SCc2ccccc2F)n1NCc1cccs1,93,-4,-1,97,2,1,95,112
COc1ccc(OC)c2[nH]c(=O)c(CCNC(=O)C(=O)c3c[nH]c4ccccc34)cc12,104,9,7,112,21,-8,110,102
COc1ccc(C(C)(C)C)cc1NC(=O)CCCN1C(=O)NC(C)(C)C1=O,102,-3,8,105,0,-2,100,113
CC(CNS(=O)(=O)c1ccc2c(c1)CC(=O)N2C)c1ccccc1 (stereo not drawn),97,-5,-1,103,1,-4,104,101
Cn1cc(S(=O)(=O)Oc2ccccc2)c(=O)n(C)c1=O,101,1,3,90,-1,-27,88,127
C=CCOc1ccc(-c2nc3c(c(=O)[nH]c(=O)n3CCCC)n2C)cc1Br,77,-2,6,85,6,7,87,96
CCOc1ccc(N=Nc2c(=O)[nH]n3c(C)cc(C)nc23)cc1,95,-38,-18,104,27,4,95,52*
CCN(CC)C(=O)COc1ccc(/C(C)=N/NC(=O)c2ccccc2O)cc1,98,7,6,96,19,8,99,96
COc1cc(CC(=O)OCC(=O)c2ccc[nH]2)cc(OC)c1OC,101,0,13,111,6,-6,103,81
Cc1cccc(Cc2nnc(CCC(=O)NCc3cnc4ccccn34)o2)c1,92,-3,5,101,-2,-2,100,102
Cc1ccc(C)c(NC(=O)CS(=O)(=O)c2cccc3nsnc23)c1,109,-9,5,93,0,-6,97,93
Cc1ccc(OCCCN2C(=O)C(=O)c3cc(C)ccc32)cc1,116,0,4,99,1,-5,100,90
O=c1[nH]c(N/N=C/c2ccccc2Br)nnc1-c1ccccc1,94,3,-10,94,-4,5,100,102
COc1cccc(-n2c(=S)sc3c(=O)n(-c4ccccc4C)c(SCC(=O)O)nc32)c1,99,-6,5,113,0,6,104,84
CNc1c([N+](=O)[O-])cnn1-c1ccc(C)cc1,101,1,-2,101,5,7,102,94
Cc1c(NS(=O)(=O)c2cccc(C(=O)Nc3ccccc3)c2)c(=O)n(-c2ccccc2)n1C,102,-5,1,106,4,0,98,100
CC(C)CC(c1nnnn1C(C)(C)C)N1CCN(C2CCCC2)CC1 (stereo not drawn),93,-2,-2,92,5,3,99,103
Cn1c(-c2csc(-c3cccc(C(F)(F)F)c3)n2)n[nH]c1=S,102,-3,-5,99,-3,28,109,104
O=C(O)c1c(-c2ccc(Cl)cc2)cn2ccccc12,87,5,0,98,39,7,81,91
COc1ccc(/C=N/Nc2cc(N3CCOCC3)ncn2)c(OC)c1,90,-1,4,99,12,-24,99,110
CC(C)=C(NC(=O)c1ccccc1)C(=O)NCCCC(=O)O,98,4,0,110,1,25,108,100
Cc1ccsc1CNn1cnnc1SCc1ccc(Cl)cc1,94,8,6,102,-1,-5,99,103
O=[N+]([O-])c1ccc(Cn2cc(-c3cccc(C(F)(F)F)c3)nn2)cc1,105,-2,5,105,4,2,104,98
CCCn1c(NC(=O)C23CC4CC(CC(O)(C4)C2)C3)nc2ccccc21,90,-12,0,93,0,-17,97,103
Nc1c(C(=O)NCc2ccccc2)nnn1Cc1ccccc1,87,0,12,85,2,3,100,93
COC(=O)C1=CN(Cc2ccc(F)cc2)C=C(C(=O)OC)C1c1ccc(O)c(OC)c1,97,.,.,104,.,0,105,95
CN1CCN(CCc2cn3ncc(C#N)c3nc2-c2ccc(F)cc2)CC1,93,12,3,103,2,-6,99,109
COc1ccc(NS(=O)(=O)c2cc(C(=O)NNC(=O)c3ccncc3)ccc2OC)c(OC)c1,89,2,7,100,0,0,98,91
O=C(O)c1ccccc1C(=O)Nc1ccc(-n2ccc(C(F)(F)F)n2)cc1,108,13,-5,98,-6,4,95,94
CCOc1cc(/C=N/O)cc(Br)c1OCC(=O)NCc1ccccc1,93,-7,9,103,18,23,97,97
Cc1ccc(Oc2cc(C#N)c(C#N)cc2-n2nnc3ccccc32)cc1C,99,1,-3,103,4,2,100,104
O=C(CSc1nc2c(c(C(F)(F)F)n1)CCc1ccccc1-2)NCc1ccccc1,87,2,4,92,0,4,88,72
Cc1c(CN2CCC(CO)(Cc3ccccc3)CC2)c2ccccc2n1C,111,3,-2,120,8,0,103,82
CC(C)CN1CC(C(=O)O)CC1=O (stereo not drawn),99,-5,-4,104,-1,1,99,99
CC(OC(=O)C1CCN(S(=O)(=O)c2ccc(C(C)(C)C)cc2)CC1)C(=O)N1CCOCC1 (stereo not drawn),112,4,5,99,1,-6,95,87
NC(=O)C1CCCN(Cc2ccc(Cl)cc2)C1 (stereo not drawn),99,-7,0,86,-1,8,103,74
CC(NC(=O)Cc1ccsc1)c1ccc(F)cc1 (stereo not drawn),78,8,5,94,-2,13,93,92
CCN(CC(=O)NCc1ccncc1)S(=O)(=O)c1ccc(OC)cc1,100,5,4,105,-1,7,105,98
CC1CCC(NC(=O)C(Cc2ccccc2)n2cccc2)CC1 (stereo not drawn),101,0,-2,106,3,0,102,106
O=C(N/N=C/c1cccc(O)c1)c1cc(-c2ccccc2)nc2ccccc12,93,6,6,97,9,-9,93,131
CC1CC(C)CN(C(=O)c2ccc(S(=O)(=O)N3CC(C)CC(C)C3)cc2)C1 (stereo not drawn),98,4,3,106,0,5,103,94
CC(=O)N[C@@H](CS)C(=O)O,97,-2,6,105,0,16,104,96

Continued:
canonical_smiles,LAP4-GFP MLPCN,procasp7 counter,procasp3 activ,MEP2-GFP yeast,AHR act,GASC-1 inh,RPL19A TOR yeast,Yeast superoxide
Cc1ccc2c(Cl)cc(Cl)c(OCC(=O)NC3CCS(=O)(=O)C3)c2n1 (stereo not drawn),102,-1,-3,105,6,0,102,90
COc1ccccc1C(=O)N/N=C/c1cnc2ccccc2n1,105,-3,1,109,39,1,106,84
COc1cc(CN2CCN(C(C)C)C(CCO)C2)ccc1OCc1ccccc1 (stereo not drawn),98,11,8,103,10,-46,104,99
O=C1NC(c2ccccc2Cl)=N/C1=C/c1ccco1,111,-1,-10,87,0,-1,95,83
CC(=C\c1ccccc1)/C=C1/SC(=S)N(CCCC(=O)O)C1=O,112,.,.,108,.,0,105,104
CCCCCc1nnc(NC(=O)c2cccc(S(=O)(=O)N3CCOCC3)c2)s1,105,3,1,104,1,.,100,83
CC(=O)c1cccc(N=C2C(=O)Nc3ccccc32)c1,104,9,9,98,23,i,103,90

Assay outcomes deposited in PubChem BioAssay by several laboratories.
